uPA generation = inhibitors of cell surface uPA generation; cell surface uPA generation assay, qHTS; Potency, µM (titrated, usually from 38.3 µM), for the others: at the highest dose activity change, negative = inhibition, usual class: inhibitors; 330,000 tested, 0.31% active; AID 540303; active = well fitted inhibition curve with a large enough effect; inconclusive = small, poorly fitted or top-dose-only effect; inactive = no such curve, though single readings can be large or run the other way; tested in mouse RAW 264.7 cells; also: potency is read from the fitted curve at half-maximal effect; % is scaled to controls: 0 for no effect and ±100 for the full control effect; nearly all actives have a fitted effect of over 55% in size
Chronic BCR inh = chronic active BCR signaling inhibition. ABC-DLBCL IkBa-CBG/CBR reporter, luminescence ratio, 4 h. Potency, µM (highest dose often 46.1 µM), for inactives: at the highest dose ratio change, negative = lower green/red ratio, actives largely listed as inhibitors. 340,000 tested, 0.05% active. AID 493014; active = well fitted inhibition curve with a large enough effect in the signal ratio, with a control signal flat, not every such curve was filed as active; inconclusive = small, poorly fitted or top-dose-only effect, or effect the other way, or a change in a side signal; the % refers to the signal ratio;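 also: potency is read from the fitted curve at half-maximal effect; plate controls were basal doxycycline-induced cells for no effect and cells given 10 µM MG132 for full effect; MG132 reads +100%, hits lower the ratio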
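Compounds up to 46 uM were incubated four hours with TMD8 cells whose green CBG68 luciferase is fused to IkappaBalpha; red CBR luminescence normalised the signal, and concentration-effect curves were fitted to fusion, red and ratio data.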
TCR act = activates T cell receptor signaling; 330,000 tested, under 10 active; Potency, µM (series often up to 9.22 µM), without a hit: at the top dose activation of IL-2 secretion, actives largely listed as activators; primary human leukocytes, anti-CD3, IL-2 HTRF, 48 h; AID 504894; also: % of control where 0% means no effect
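Primary human leukocytes incubated 48 hr with anti-CD3 beads plus compound, without co-stimulation. Secreted IL-2 measured by HTRF (europium cryptate/d2 anti-IL-2 pair, 320 nm excitation, 665 nm emission).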
Tb PFK inh = blocks T. brucei phosphofructokinase; 330,000 tested, 0.17% active; T. brucei PFK, ADP-Glo luminescence; AID 485367; Potency, µM (titrated, usually from 57.5 µM), without a hit: at the top dose activity, negative = inhibition, most hits filed as inhibitors; O15648;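 also: potency is read from the fitted curve at half-maximal effect; 0% = uninhibited 1x PFK enzyme wells and -100% = no-enzyme wells; nearly all actives have a fitted effect of over 60% in size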
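In TEA buffer at pH 8.0 with 5 mM MgCl2, enzyme (1.25 nM) converted F6P (0.5 mM) and ATP (0.1 mM) for 45 min at room temperature. ADP product was read by luciferase luminescence.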
TSHR antag = human thyrotropin receptor antagonism; TSHR-expressing cells, TSH-stimulated cAMP HTRF, 2 h; stronger effect = lower value; 330,000 tested, 0.2% active; P16473; activity change, negative = inhibition, % at 11.5 µM; AID 504810;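 active = activity change below a set negative limit, meaning inhibition stronger than a set level, cut at about -70% in these data; inconclusive = activity change between two set negative limits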; also: % is scaled to controls: 0 for no effect and ±100 for the full control effect
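Cell-based HTRF cAMP assay; TSHR cells + compound, TSH EC80 (4nM final), 2 h, 37 deg C. Lysis with anti-cAMP cryptate and cAMP-d2, 30 min RT, read 665/620 nm.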
TSG101-PTAP inh = blocks PTAP/TSG101 interaction to inhibit HIV-1 budding; 340,000 tested, under 10 active; Potency, µM (highest dose often 115 µM), inactives show at the top dose activity change, negative = inhibition, hits mostly inhibitors; Fluorescence polarization, FITC-PTAP peptide / Tsg101 binding; Q99816; active = well fitted inhibition curve with a large enough effect in the main read-out, with a control signal flat, not every such curve was filed as active; inconclusive = small, poorly fitted or top-dose-only effect, or effect the other way, or a change in a side signal; inactive = no such curve, though single readings can be large or run the other way; also: potency is read from the fitted curve at half-maximal effect; % of control where 0% means no effect
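Fluorescence polarization binding of Tsg101 binding domain (10 uM final) to FITC-labeled PTAP peptide (50 nM final) in HEPES pH 7.5 buffer with NaCl, Tween 20, EDTA, TCEP. Compounds added before peptide; binding 20 min at RT.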
B2AR arrestin = agonists driving beta-arrestin recruitment to human beta2-adrenergic receptor | P07550 | Potency, µM (top dose mostly 46.1 µM), for inactives: at the highest dose activation, usual class: activators | beta-arrestin recruitment to beta2AR, cell-based reporter | 330,000 tested, 0.02% active;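 also: potency is read from the fitted curve at half-maximal effect; 0% = DMSO controls and full agonism = EC100 isoproterenol or metaproterenol; nearly all actives have a fitted effect of over 65% in size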
Target sequence (P07550 whole entry, looked up): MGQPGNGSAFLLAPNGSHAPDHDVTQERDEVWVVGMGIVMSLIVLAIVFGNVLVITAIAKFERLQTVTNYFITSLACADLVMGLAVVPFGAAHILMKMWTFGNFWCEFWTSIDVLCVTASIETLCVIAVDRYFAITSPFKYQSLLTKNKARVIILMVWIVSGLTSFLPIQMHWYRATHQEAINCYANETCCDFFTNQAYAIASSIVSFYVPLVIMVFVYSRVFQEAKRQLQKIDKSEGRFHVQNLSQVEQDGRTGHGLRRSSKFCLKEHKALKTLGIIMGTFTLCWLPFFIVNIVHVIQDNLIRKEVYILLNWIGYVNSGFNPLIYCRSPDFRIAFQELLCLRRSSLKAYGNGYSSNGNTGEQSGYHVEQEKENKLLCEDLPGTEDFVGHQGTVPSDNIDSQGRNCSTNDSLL
Mito fusion act = inhibitors of mitochondrial division or activators of mitochondrial fusion | AID 485298 | S. cerevisiae fusion-defective mutant growth rescue, CellTiterGlo 48 h | Potency, µM (series often up to 46.1 µM), for inactives: at the top dose growth rescue (activation), usual class: activators | 320,000 tested, 0.23% active;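 also: potency is read from the fitted curve at half-maximal effect; % of control where 0% means no effect; nearly all actives have a fitted effect of over 45% in size; temperature-sensitive fusion mutants such as fzo1-1 at 37 °C on non-fermentable ethanol glycerol medium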
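Luminescent cell viability in 1536-well qHTS format served as the measure of rescued growth in ts fusion-mutant S. cerevisiae cultured on non-fermentable YPEG for 48 hours at 37C.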
Eya2 inh = inhibitors of human Eya2 phosphatase activity. O00167. recombinant Eya2, OMFP fluorescence dephosphorylation (OMFP is methylfluorescein phosphate). Potency, µM (doses to about 76.9 µM), for inactives: at the top dose activity, negative = inhibition, most hits filed as inhibitors. 330,000 tested, 0.006% active. AID 488837; also: potency is read from the fitted curve at half-maximal effect; % is scaled to controls: 0 for no effect and ±100 for the full control effect
Target sequence (O00167 whole entry, looked up): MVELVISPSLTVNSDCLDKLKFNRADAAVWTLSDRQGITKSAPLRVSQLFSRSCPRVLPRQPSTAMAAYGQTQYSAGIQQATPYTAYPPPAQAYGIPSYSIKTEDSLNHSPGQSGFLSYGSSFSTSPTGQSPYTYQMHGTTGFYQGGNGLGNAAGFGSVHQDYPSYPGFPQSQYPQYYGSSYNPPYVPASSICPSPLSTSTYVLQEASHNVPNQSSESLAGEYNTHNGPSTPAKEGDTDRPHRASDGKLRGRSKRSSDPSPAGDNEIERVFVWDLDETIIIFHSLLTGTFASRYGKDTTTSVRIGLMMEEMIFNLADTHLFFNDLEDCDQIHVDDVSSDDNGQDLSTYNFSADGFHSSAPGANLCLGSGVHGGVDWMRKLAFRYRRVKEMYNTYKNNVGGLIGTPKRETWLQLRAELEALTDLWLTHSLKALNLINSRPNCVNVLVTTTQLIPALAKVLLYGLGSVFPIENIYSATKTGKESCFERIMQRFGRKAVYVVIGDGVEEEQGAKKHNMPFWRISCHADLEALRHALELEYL
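Eya2 protein (added as 0.2 uM solution) was preincubated with compound for 10 min at ambient temperature in 50 mM HEPES pH 7.5, 50 mM NaCl, 5 uM MgCl2, 0.05% BSA, 1 mM DTT. OMFP (added at 50 uM) then reacted 10 min; fluorescence read at 485/525 nm.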
USP2a inh = inhibitors of human ubiquitin-specific protease USP2a; USP2 core, Ub-CHOP2 coupled fluorogenic reporter, 485/531; Potency, µM (doses to about 38.3 µM), without a hit: at the highest dose activity change, negative = inhibition, usual class: inhibitors; 330,000 tested, 0.01% active; AID 463254;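 also: potency is read from the fitted curve at half-maximal effect; plate controls were DMSO wells for no effect and full inhibition by NEM control for full effect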
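USP2 core (10nM final) preincubated 30min RT with compound in 20mM Tris-HCl pH 8.0, 2mM CaCl2, 2mM beta-mercaptoethanol, 0.05% CHAPS; 25nM Ub-CHOP2 plus 25nM reporter substrate added, fluorescence (Ex485/Em531) read after 60min.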
ELG1 DNA repair = inhibitors of ELG1-dependent DNA repair in HEK293T cells | HEK293T ELG1-luciferase reporter, luminescence, 16 h; DNA damage induced by 5-fluorouridine | Potency, µM (top dose mostly 46.1 µM), inactives show at the top dose activity change, negative = inhibition, usual class: inhibitors | 330,000 tested, 2.3% active; also: potency is read from the fitted curve at half-maximal effect; % is scaled to controls: 0 for no effect and ±100 for the full control effect; nearly all actives have a fitted effect of over 55% in size
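Quantitative HTS, concentration-response format. 2,000 cells/well co-treated with 5-fluorouridine and compound, 16 hr in 5% CO2 at 37 °C; ONE-Glo luminescence read after 30 min.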
Active calls of the source: *; ? = inconclusive; . = no result given; [ ] = remark or other dose. Unless noted, calls follow the shape of the dose curve; as a rule, active = well fitted curve in the direction sought with a large enough effect; inconclusive = small, poorly fitted or top-dose-only effect, or another doubt; inactive = no such curve, though single readings can be large; an effect the other way counts as inactive or inconclusive.

no.	SMILES	uPA generation	Chronic BCR inh	TCR act	Tb PFK inh	TSHR antag	TSG101-PTAP inh	B2AR arrestin	Mito fusion act	Eya2 inh	USP2a inh	ELG1 DNA repair
1	CCOC(=O)N1CCN(S(=O)(=O)c2ccc3c(c2)SCC(=O)N3)CC1	-4%	0%	1%	0%	0	-1%	0.1%	5%	-8%	-1%	21µM*
2	OC1(c2ccccc2)Cc2cccc[n+]2C1c1ccccc1 (configuration not stated)	2%	?	-1%	-2%	2	-3%	0.0%	-2%	?	0%	10%
3	O=C(CSc1nnc(CCc2ccccc2)n1-c1ccc(Cl)cc1)c1ccccc1	-1%	0%	-5%[46.1 µM]	3%	-15	-2%	7.6%	?	-9%	1%	-15%
4	Cc1ccc(-c2csc(NC(=O)CN3C(=O)CCC3=O)n2)cc1	13%	?	-1%	1%	-10	-5%	0.3%	-2%	-6%	0%	16%
5	O=C(NCc1csc(-c2cccs2)n1)C1CCCCC1	5%	?	-1%	2%	-4	1%	-1.8%	-3%	11%	-1%	?
6	CC(OC(=O)CCCN=C1NS(=O)(=O)c2ccccc21)C(=O)c1ccccc1 (configuration not stated)	3%	2%	-2%	-11%	-8	-4%	-0.1%	-4%	4%	1%	-2%
7	CC(C)(C)NC(=O)C(c1ccncc1)N(C(=O)Cn1nnc(-c2ccc(F)cc2)n1)c1ccccc1F (configuration not stated)	6%	-5%	5%	2%	3	1%	0.0%	-5%	-1%	1%	8%
8	Nc1nc(SCC(=O)NC2CCCCC2)n[nH]1	2%	4%	2%	-2%	10	0%	-0.4%	1%	6%	1%	10%
9	CN(CC(=O)Nc1cccc(F)c1)C(=O)c1ccc2c(c1)S(=O)(=O)N=C1CCCCCN12	1%	3%	-4%	1%	31	-4%	-0.7%	2%	-5%	-7%	15%
10	C=CCOC(=O)C1=C[C@@H](c2ccc(Br)cc2)[C@H](CCCO)[C@@H](OCC)O1	13%	?	0%	1%	-4	-4%	0.3%	26%	-8%	-2%	10%
11	CCN(CC)S(=O)(=O)c1ccc(C(=O)Nc2cc(C)cc(C)c2)cc1	0%	2%	5%	-1%	5	0%	-0.5%	5%	11%	3%	-7%
12	O=C1CC2(CCN(C(=O)c3ccc(F)cc3)CC2)Oc2ccccc21	-3%	-1%	0%	8%	-7	-4%	0.0%	0%	5%	2%	-5%
13	O=C(OC(C(=O)Nc1cccc(C(F)(F)F)c1)c1ccccc1)C1CCCCC1 (configuration not stated)	2%	23%	-5%[46.1 µM]	2%	-14	-3%	-0.4%	12%	-19%	-8%	12%
14	CCOC(=O)Cc1csc(NC(=O)c2cc3c(s2)CCCC3)n1	.	?	2%	0%	-14	0%	0.4%	16%	-6%	1%	15%
15	O=C(c1ccccc1Cl)N1N=C(c2cccs2)CC1c1cccc(O)c1 (configuration not stated)	3%	6%	3%	0%	-36	1%	0.6%	3%	-2%	0%	11%
16	COc1ccc(Cl)cc1C(=O)OCC(=O)NC1CCCC(C)C1C (configuration not stated)	-1%	-4%	-2%	-2%	-6	-3%	0.2%	?	-23%	-1%	-6%
17	CCOC(=O)C1(Cc2ccccc2)CCN(Cc2cnn(C(C)C)c2)CC1	-1%	-4%	-3%	0%	-4	-7%	-0.1%	-2%	-6%	1%	-18%
18	CC(=O)NC(=C(Cl)Cl)S(=O)(=O)c1ccccc1	.	?	-1%	-3%	-8	-1%	0.1%	-8%	-28%	-4%	?
19	CN1C(=O)C(=O)/C(=C(/O)c2ccccc2)C1c1ccc(Br)cc1 (configuration not stated)	3%	7%	-5%	-1%	3	-14%	0.6%	-3%	19%	0%	4%
20	CCOC(=O)c1c(NC(=O)Nc2ccccc2)sc(C)c1C	11%	18%	2%	-8%	-11	-5%	0.0%	-4%	-7%	3%	?
21	Cc1nn(CSc2c(F)c(F)c(F)c(F)c2F)c(C)c1[N+](=O)[O-]	?	4%	-8%	1%	-16	0%	0.2%	-4%	-17%	-3%	2%
22	C/C(=N\NC(=O)CSc1nc2ccccc2o1)c1cccc(O)c1	4%	-3%	5%	2%	2	-3%	0.2%	2%	5%	4%	9%
23	FC(F)(F)c1ccc(CN2C[C@@H]3C(c4ccc(C(F)(F)F)cc4)C4(c5cccnc5)CC3(C4)[C@H]2c2ccccc2)cc1 (some centres not stated)	8%	-1%	7%	0%	-5	-2%	0.2%	3%	-3%	-16%	-2%
24	O=C(O)CN1C(=O)NC2(CCCc3ccccc32)C1=O (configuration not stated)	3%	10%	0%	0%	10	-1%	0.0%	5%	0%	-1%	4%
25	CS(=O)(=O)N(CC(=O)NCc1ccccn1)Cc1ccc(Cl)cc1	-5%	1%	5%[46.1 µM]	7%	11	-1%	-0.4%	-4%	5%	3%	-11%
26	N#CC1=C(N)C(C#N)(C#N)[C@H](c2ccncc2)[C@H]2CC3(CC=C12)OCCO3	.	?	.	-6%	-5	-6%	-0.3%	-3%	12%	2%	5%
27	NCCCC[C@H]1CNC(=O)C(=O)N1CCc1cccc2ccccc12	3%	?	-13%	-3%	0	2%	0.2%	-3%	-3%	8%	14%
28	O=C(c1ccccc1F)N1CCN(Cc2ccc3c(c2)OCO3)CC1	0%	-16%	.	0%	-24	1%	-0.6%	-2%	-11%	2%	?
29	COc1ccc(/C=C2\CCC(C3CCCC3)C2=O)cc1Cn1cccn1 (configuration not stated)	-9%	-8%	3%[46.1 µM]	0%	-15	-3%	-0.4%	4%	3%	-4%	-21%
30	COC(=O)c1ccnc(SCC(=O)c2ccccc2)c1	2%	-18%	-2%[46.1 µM]	-1%	-3	-2%	2.6%	6%	3%	1%	?
31	Cc1nc2ccc(C(=O)Nc3ccccc3Cl)cc2s1	-6%	?	6%	-1%	0	0%	-1.5%	-1%	-12%	0%	?
32	CCCOc1ccc(C(=O)NNC(=S)NC(C)=O)cc1	.	-7%	1%	-3%	.	-8%	-0.9%	-26%	-5%	2%	3%
33	O=C(COC(=O)CNS(=O)(=O)c1ccc(Br)cc1Cl)NC1CC1	1%	7%	3%	-4%	-4	0%	0.1%	1%	0%	2%	?
34	CCc1ccc(C(c2ccc(CC)cc2)C(Cl)Cl)cc1	7%	20%	2%	-4%	-12	2%	0.2%	8%	5%	-1%	12%
35	O=C(O)CCC(=O)Nc1cccc(-c2nnc(-c3ccccc3)o2)c1	-9%	-4%	.	21%	22	-5%	0.1%	1%	-7%	1%	6%
36	COc1cc(C(=O)NC(C)c2ccc(S(N)(=O)=O)cc2)ccc1OCC(=O)N1CCOCC1 (configuration not stated)	-2%	3%	-2%	0%	-4	.	-0.3%	-1%	-3%	-1%	0%
37	CCN(c1ccccc1)S(=O)(=O)c1ccc2c(c1)CCCN2C(C)=O	-5%	6%	-2%	1%	-8	-5%	-0.5%	1%	2%	3%	3%
38	Cc1ccc(N=C2NC(=O)/C(=C/c3cccn3C)S2)c(C)c1	-1%	?	8%	0%	-5	0%	-1.0%	3%	-4%	0%	?
39	Cc1nc2ccccc2n2c(-c3ccccc3)c3c(=O)n(C)c(=O)n(C)c3c12	-1%	?	-3%	-2%	-11	-3%	0.0%	-3%	18%	1%	-19%
40	Cn1cc(C(=O)N2CCN(c3cccc(Cl)c3)CC2)c(=O)c2cc(S(=O)(=O)N3CCOCC3)ccc21	-5%	12%	1%	0%	2	-4%	0.6%	1%	-28%	0%	20%
41	CCN1CCS/C1=C/C=C/C1=[N+](CC)CCS1	-15%	?	2%[46.1 µM]	1%	-21	-4%	0.2%	5%	-11%	-4%	-1%
42	COc1cc(C2C3=C(CC(C)(C)CC3=O)NC3=C2C(=O)c2ccccc23)ccc1O (configuration not stated)	-10%	-8%	-1%	-3%	19	-6%	-0.1%	-8%	5%	0%	-4%

Screening results from PubChem BioAssay.
